Screening results (PubChem)
GPR35 antagonists: inhibition of zaprinast-stimulated GPR35 beta-arrestin translocation – imaging, U2OS, beta-arrestin-GFP, zaprinast agonist, primary screen (AID 2058) | inhibition, % at 10 µM; hits with a dose series show IC50 in µM | actives 0.052% (n = 290,000) | U2OS GPR35 beta-arrestin-GFP translocation imaging, zaprinast antagonism; higher % means a stronger effect;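 active means inhibition of at least 50% with at least 30 cells and total cytoplasm GFP at most 10,000,000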
GPR55 activation: GPR55 agonists via beta-arrestin recruitment, primary screen, imaging, U2OS cells, beta-arrestin-GFP redistribution (AID 1961); U2OS GPR55 beta-arrestin-GFP redistribution imaging; higher % means a stronger effect; one-dose activation, % at 10 µM; EC50 in µM for titrated hits; actives 0.048% (n = 290,000);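 active means activation above 40% with more than 50 cells counted in the well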;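 further: U2OS osteosarcoma cells stably expressing GPR55 and beta-arrestin-GFP; plate controls were DMSO negative control for no effect and LPI positive control for full effect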
KOR beta-arrestin-1: kappa opioid receptor blockers – cell-based, luminescence, uHTS (AID 1778); KOR beta-arrestin recruitment, luminescence, antagonist mode; higher % means a stronger effect; inhibition, % at 10 µM; hits with a dose series show IC50 in µM; actives 0.091% (n = 290,000); in the data active means inhibition above about 50%; further: strong numbers were not always called active
Siah-1 displacement: blockers of Siah-1 interaction with plectin peptide – biochemical, fluorescence polarization, rhodamine-plectin, uHTS, primary screen (AID 1817) | Siah-1 / rhodamine-plectin peptide fluorescence polarization; higher % means a stronger effect | displacement, % at 20 µM; hits with a dose series show IC50 in µM | actives 0.02% (n = 290,000);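 active means displacement of at least 50% at 20 µM, with a fluorescence ratio check between 0.3 and a set limit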;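 further: plate controls were Siah plus tracer with DMSO for no effect and tracer alone without Siah for full effect; strong numbers were not always called active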
NOD1 inhibition: inhibition of NOD1-driven NF-kB reporter – cell-based, luminescence, uHTS, primary screen (AID 1578) | NOD1-driven NF-kB luciferase reporter cells, luminescence; higher % means a stronger effect | inhibition, % at 4 µM, or EC50 in µM where a hit was titrated | actives 1% (n = 290,000); in the data active means inhibition mostly above about 36%, no sharp cut-off; inactive means mostly below about 34%;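 further: HEK-293T reporter cells stimulated with the NOD1 agonist gamma-tri-DAP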
GPR55 LPI antagonism: GPR55 antagonists blocking LPI-driven arrestin recruitment, primary screen, imaging, U2OS, beta-arrestin-GFP, LPI agonist (AID 2013); inhibition, % at 10 µM; hits with a dose series show IC50 in µM; actives 0.13% (n = 290,000); U2OS GPR55 beta-arrestin-GFP translocation imaging, LPI antagonism; higher % means a stronger effect;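 active means spots per cell inhibited over 60%, with over 100 cells counted and total cytoplasm intensity under 500,000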;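 further: U2OS cells stably carrying GPR55 and arrestin-GFP stimulated by 5 µM LPI near EC80; imaged beta-arrestin-GFP aggregate spots per cell after agonist stimulation; plate controls were LPI-stimulated DMSO wells for no effect and DMSO wells without LPI for full effect; some results filed as inactive read as strong as hits; confirmed hits need IC50 under 10 µM and bright autofluorescent wells are also inconclusive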
KOR beta-arrestin-2: KOR agonists, beta-arrestin recruitment, primary screen, cell-based, luminescence, uHTS (AID 1777) | activation, % at 10 µM, or EC50 in µM where a hit was titrated | actives 0.02% (n = 280,000) | KOR beta-arrestin recruitment, luminescence; higher % means a stronger effect; in the data active means activation above about 50%, passing the limit was not always enough; further: a part of the inactive calls stands beside numbers as strong as those of hits
HIV fusion peptide: cell-free HIV fusion peptide-binding blockers – biochemical, uHTS, fluorescence dequenching, primary screen (AID 1986); actives 0.3% (n = 290,000); cell-free peptide binding, fluorescence dequenching, 30 min; higher % means a stronger effect; one-dose inhibition, % at 20 µM; IC50 in µM for titrated hits; in the data active means inhibition mostly above about 52%, no sharp cut-off; inactive means mostly below about 76%; further: some results filed as inactive read as strong as hits
AID2073: inhibitors of Mint1-CaV2.2 protein interaction, biochemical, HTRF (AID 2073); actives 0.19% (n = 290,000); inhibition, % at 20 µM; hits with a dose series show IC50 in µM; HTRF protein-protein interaction, Mint1-CaV2.2; higher % means a stronger effect; in the data active means inhibition mostly above about 51%, no sharp cut-off; further: some results filed as inactive read as strong as hits
Starred values were filed as active, the others as inactive; · = not tested or not shown; [ ] = remark or other dose. These rows are one share of the data; the hit share may differ from the screen's.

| NOD1 inhibition | Siah-1 displacement | GPR35 antagonists | KOR beta-arrestin-1 | HIV fusion peptide | AID2073 | GPR55 LPI antagonism | KOR beta-arrestin-2 | GPR55 activation | SMILES |
| --- | --- | --- | --- | --- | --- | --- | --- | --- | --- |
| -16.2% | -7.9% | -7.6% | 22.8% | 0.6% | -21.3% | 2.4% | -0.5% | -0.2% | CN1OC(c2ccccc2)=C(CO)C1c1ccccc1 (configuration not stated) |
| 4.1% | 3.2% | 10.9% | -10.1% | -0.2% | -5.0% | 10.0% | -3.7% | -0.1% | Nn1c(Cc2cccc3ccccc23)nnc1SC1CCOC1=O (configuration not stated) |
| 7.9% | 5.5% | -5.1% | 42.8% | 2.5% | -3.6% | 7.2% | -5.5% | -0.1% | NC(=O)CC(NC(=O)Cc1cccc2ccccc12)c1ccc(NCc2ccccc2)c([N+](=O)[O-])c1 (configuration not stated) |
| -0.5% | -2.6% | -10.5% | -14.6% | -1.0% | -5.2% | -7.0% | 8.0% | -0.1% | CNc1oc(C)nc1S(=O)(=O)c1ccc(C)cc1 |
| -34.1% | -1.7% | 12.8% | -12.3% | 3.3% | 7.2% | 3.3% | 4.1% | -0.3% | CS(=O)(=O)c1cnc(-c2ccccc2)nc1Oc1ccc(F)cc1 |
| -24.6% | 2.3% | -20.1% | -30.0% | 1.6% | -5.9% | 7.0% | -0.2% | -0.2% | CCOc1ccc(S(=O)(=O)N2CCC(C(=O)NCc3ccccn3)CC2)cc1 |
| -45.8% | -2.9% | 4.9% | -22.9% | -1.6% | -3.2% | 0.9% | 9.6% | -0.1% | Cc1ccccc1NC(=O)Nc1ccc2c(c1)OCO2 |
| -32.5% | 1.5% | 5.3% | 14.1% | 2.8% | 4.4% | -10.1% | -0.6% | -0.1% | CC1CN=C(N(Cc2ccccc2)C(=O)Nc2ccccc2)S1 (configuration not stated) |
| -5.6% | 3.3% | 5.5% | -7.5% | -1.9% | 0.2% | 6.4% | -1.4% | 0.7% | CC(=O)N1c2ccc(S(=O)(=O)NCC3CCC(C(=O)NC4CCC(C)CC4)CC3)cc2CC1C (configuration not stated) |
| 19.3% | 3.2% | -1.4% | 18.8% | -0.7% | -3.8% | -0.6% | 17.0% | -0.1% | c1ccc(C(CN2CCOCC2)c2ccccc2)cc1 |
| 8.6% | 0.4% | 0.3% | 12.4% | -0.4% | 13.2% | -2.3% | -0.9% | 0.3% | COc1ccc(C2=NN(CC(=O)Nc3ccccc3C)C(=O)CC2)cc1 |
| -20.7% | 7.1% | 0.1% | -3.0% | -1.2% | 9.3% | 8.6% | -2.7% | 0.7% | CCOC(=O)N/N=C/c1ccc(F)cc1F |
| -17.1% | 0.3% | -10.2% | -34.5% | 0.7% | -6.7% | 5.9% | 4.2% | -0.1% | O=c1nc2n(c3sc4c(c13)CCCC4)C(CBr)CS2 (configuration not stated) |
| -11.5% | -0.6% | -4.6% | -17.1% | 0.4% | 0.4% | 7.5% | -4.5% | 0.0% | NC(=O)c1ccccc1OCc1cccc2ccccc12 |
| 1.1% | 0.8% | -16.8% | -24.6% | 0.8% | 8.6% | 16.7% | 0.5% | 0.0% | COc1ccc(NC(=O)COC(=O)Cc2ccc(-c3ccccc3)cc2)c(OC)c1 |
| · | 3.4% | -8.3% | -6.2% | -3.1% | 1.9% | 16.4% | 0.2% | 0.6% | C/C(=N\OC(=O)NC1CCCCC1)c1sc(-c2ccccc2)nc1C |
| -29.3% | 8.8% | -6.3% | -5.0% | 24.4% | 6.8% | -0.5% | -6.4% | 0.8% | CC(=O)[C@@H]1[C@@H]2C(=O)N(c3ccc(F)c(Cl)c3)C(=O)[C@@H]2C2c3ccccc3C=CN21 (some centres not stated) |
| -3.4% | -1.2% | 7.8% | -2.4% | -3.7% | -6.6% | 8.4% | · | -0.3% | Cc1cccc(NNC(=O)C(=O)NNc2cccc(C)c2)c1 |
| -8.5% | -2.0% | -13.0% | -11.3% | 2.8% | -10.9% | -3.5% | 3.0% | -0.2% | O=C1N2CN(C(c3ccccc3)c3ccccc3)CN=C2SC1(CO)CO |
| -20.0% | 4.3% | -4.6% | 12.5% | 3.0% | 15.0% | 15.2% | -1.0% | -0.2% | O=C(Nc1ccc(C(=O)O)cc1)/C(=C\c1ccccc1)NC(=O)c1ccc(Br)cc1 |
| 4.2% | -0.3% | -7.5% | -186.5% | -0.5% | 14.1% | 1.8% | 39.1% | -0.5% | O=C(N/N=C/c1ccc(OCc2ccc(F)cc2)cc1)c1ccccc1 |
| -28.9% | 2.4% | -0.2% | 21.5%[20 µM] | -1.8% | 11.7% | -21.3% | -8.1% | 1.7% | O=C(Nc1cccnc1)c1ccccc1Cl |
| -28.5% | 7.1% | -1.0% | -16.2% | 6.3% | -9.9% | 1.6% | -3.1% | -0.4% | O=C(O)c1cn(CCOc2ccccc2Cl)c2ccccc12 |
| -4.4% | 0.8% | -11.6% | 4.6% | -0.9% | 15.9% | -4.1% | 2.9% | -0.1% | Cn1c(NC(=O)Cc2ccc(F)cc2)cc(=O)n(C)c1=O |
| -21.8% | 1.0% | 15.3% | 0.3% | 1.2% | 12.9% | -10.3% | 2.2% | -0.1% | Cc1ccc(N(C(=O)c2snc(C(N)=O)c2N)C(C(=O)NC2CCCC2)c2ccc(C)o2)cc1 (configuration not stated) |
| -12.4% | -8.2% | -0.9% | 11.7% | 4.2% | -3.6% | 14.8% | -3.3% | -0.2% | O=C(NCc1nc2ccccc2[nH]1)C1=C[C@H](c2ccc(C(F)(F)F)cc2)C[C@H](OCc2ccc(CO)cc2)O1 |

Entries above containing fluorine (6):
| NOD1 inhibition | Siah-1 displacement | GPR35 antagonists | KOR beta-arrestin-1 | HIV fusion peptide | AID2073 | GPR55 LPI antagonism | KOR beta-arrestin-2 | GPR55 activation | SMILES |
| --- | --- | --- | --- | --- | --- | --- | --- | --- | --- |
| -34.1% | -1.7% | 12.8% | -12.3% | 3.3% | 7.2% | 3.3% | 4.1% | -0.3% | CS(=O)(=O)c1cnc(-c2ccccc2)nc1Oc1ccc(F)cc1 |
| -20.7% | 7.1% | 0.1% | -3.0% | -1.2% | 9.3% | 8.6% | -2.7% | 0.7% | CCOC(=O)N/N=C/c1ccc(F)cc1F |
| -29.3% | 8.8% | -6.3% | -5.0% | 24.4% | 6.8% | -0.5% | -6.4% | 0.8% | CC(=O)[C@@H]1[C@@H]2C(=O)N(c3ccc(F)c(Cl)c3)C(=O)[C@@H]2C2c3ccccc3C=CN21 (some centres not stated) |
| 4.2% | -0.3% | -7.5% | -186.5% | -0.5% | 14.1% | 1.8% | 39.1% | -0.5% | O=C(N/N=C/c1ccc(OCc2ccc(F)cc2)cc1)c1ccccc1 |
| -4.4% | 0.8% | -11.6% | 4.6% | -0.9% | 15.9% | -4.1% | 2.9% | -0.1% | Cn1c(NC(=O)Cc2ccc(F)cc2)cc(=O)n(C)c1=O |
| -12.4% | -8.2% | -0.9% | 11.7% | 4.2% | -3.6% | 14.8% | -3.3% | -0.2% | O=C(NCc1nc2ccccc2[nH]1)C1=C[C@H](c2ccc(C(F)(F)F)cc2)C[C@H](OCc2ccc(CO)cc2)O1 |
